Lipid storage S3 = qHTS Assay for Lipid Storage Modulators in Drosophila S3 Cells. Drosophila S3 cells, BODIPY lipid droplet fluorescence, 18-24 h; cells fed with added oleic acid. Potency in µM for hits, for the others lipid storage change, negative = inhibition, % at the top dose, mostly 46.1 µM. 320,000 compounds, 0.64% hits. AID 2685, 2010; active = well fitted inhibition curve with a large enough effect in the signal ratio, with a control signal flat, not every such curve was filed as active; inconclusive = small, poorly fitted or top-dose-only effect, or effect the other way, or a change in a side signal; the % refers to the signal ratio
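Drosophila S3 cells loaded with oleic acid (400 uM, as added) and compounds at several concentrations; lipid droplets imaged by 488-nm laser-scanning cytometry, 500–530 nm intensity and object ratio to cell channel. Percent activity normalized to 20 uM Triacsin C.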
Lipid storage S3 cell count max = also measured in Lipid storage S3; calls as there; cell number change, %; measured here: cell count max response;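 cells counted by Cell Tracker Red CMTPX staining in the red channel; peak over a dose series mostly up to 46.1 µM; percent activity relative to internal control wells on each plate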
Active calls of the source: *; i = inactive; ? = inconclusive; · = not tested or not shown; [ ] = remark or other dose. % is set by controls: 0 for no effect and ±100 for the full control effect; potency is the fitted concentration of half-maximal effect. Not all compounds are listed (hit frequency here may not be typical).

SMILES | Lipid storage S3 | Lipid storage S3 cell count max
Cc1ccc(NC(=O)CN(C)CCOc2ccccc2)c([N+](=O)[O-])c1 | i | -11
Cc1c([N+](=O)[O-])nnn1-c1cc(Cl)cc(Cl)c1 | ? | ·
CC(=O)c1ccc(NC(=O)CSc2ccc(-c3ccc4c(c3)OCO4)nn2)cc1 | ? | ·
COc1ccccc1NC(=O)C1CCCN(S(=O)(=O)c2ccc3c(c2)CC(C)N3C(C)=O)C1 (centres undefined) | i | -23
CCOC(=O)c1[nH]cnc1C(=O)Nc1ccncc1 | ? | ·
CCOC(=O)C1CCCN(C(=O)COC(=O)c2cc(=O)c3ccccc3o2)C1 (centres undefined) | ? | ·
COc1ccc(NC(=O)/C=C/c2cc(OC)c(OC)c(OC)c2)cn1 | 12% | 13
CC(C)=CC[N+]1(C)CCCCC1 | 2% | 4
COCCN=c1scc(C)n1/N=C/C1CC2C=CC1C2 (centres undefined) | ? | ·
Cc1nn(C)cc1C1C2=C(CC(C)(C)CC2=O)OC2=C1C(=O)CC(C)(C)C2 | 5% | -10
COc1cccc(C2CC(c3ccccc3Cl)Nc3nc(N)nn32)c1 (centres undefined) | 7% | 0
COCCn1c(SCC(N)=O)nc2c(c1=O)SC(C)C2 (centres undefined) | -6% | -12
COc1ccc(N(C)S(=O)(=O)c2cccc(C(=O)Nc3ccc(N4CCOCC4)cc3)c2)cc1 | ? | ·
Cc1ccccc1OCC(=O)Nc1ccc2c(c1)n(C)c(=O)n2C | -15% | -12
O=C(CCS(=O)(=O)c1ccc(F)cc1)N1CCOCC1 | -26% | 5
CC(C)[C@H](NC(=O)N1CCn2c1nc1ccccc12)C(=O)N1CCCCC1 | i | 25
O=S1(=O)Cc2cc3ccccc3cc2C1 | -2% | -2
CC(C)Cc1cc(C(=O)N2N=C(C(F)F)CC2(O)C(F)F)c2ccccc2n1 (centres undefined) | ? | ·
Cc1cc(C)[n+](-c2ccc(F)cc2)c2[nH]c(=O)[nH]c(=O)c12 | 0% | 3
CCCc1cc(=O)n2[nH]c(NCc3ccccc3Cl)nc2n1 | ? | ·
CCOc1ccc(NC(=O)c2ccc3c(=O)n4c(nc3c2)CCCCC4)cc1 | ? | ·
CC(C)CCOP(=O)(c1ccc(N(C)C)cc1)C(O)c1ccccc1F (centres undefined) | i | ·
Cc1ccc(N(C(=O)C2CCCC2)C2C=CS(=O)(=O)C2)cc1C (centres undefined) | ? | ·
COCCn1cnc2c1c(=O)n(Cc1cc(C(C)=O)ccc1OC)c(=O)n2Cc1ccccc1 | ? | ·
Cc1ccc2occ(/C=N/NC(=O)c3ccc(Cl)cc3)c(=O)c2c1 | ? | ·
COc1cc(C(=O)Nc2nnc(S(=O)(=O)N3CCCCCC3)s2)cc(OC)c1OC | ? | ·
COCCN(C(=S)Nc1cccc(Cl)c1C)C(C)c1ccco1 (centres undefined) | -3% | -15
Cc1cc2c(ncn2Cc2ccccc2)c(N)c1C | 8% | 13
CC(C)(C)N=Cc1cc(-c2ccccc2)sc1O | ? | ·
CC(C)(C)OC(=O)N[C@@H](Cc1ccccc1)c1nnc(SCC(=O)O)o1 | -1% | 3
CCCOc1ccc(CNC(=O)C2CCN(c3nnc(N4CCCC4=O)s3)CC2)cc1 | ? | ·
Cc1ccc(S(=O)(=O)N2CCN(C(=O)Cc3ccccc3)CC2)cc1 | ? | ·
CCCCn1c(N)c(N(CCOC)C(=O)C2CCN(S(=O)(=O)c3ccccc3)CC2)c(=O)[nH]c1=O | ? | ·
COCCNC(=O)c1onc(CSc2ccc(C(C)C)cc2)c1C(=O)O | -5% | -3
O=C(OCC(=O)N1CCCc2ccccc21)c1cccc(S(=O)(=O)N2CCOCC2)c1 | i[0.0737 µM] | ·
CC(C)(C)n1nnc(CCc2nnn(C(C)(C)C)n2)n1 | ? | ·
COc1cc(C)nc2nc(SCc3ccccc3)nn12 | ? | ·
Cc1cc(NC(=O)c2cc3nc(C4CC4)cc(C(F)(F)F)n3n2)no1 | ? | ·
CC(C)Sc1nc2ccccc2c(=O)[nH]1 | 0% | -9
O=c1cc(-c2cc3ccccc3o2)c2cc(O)ccc2o1 | i | ·
O=[N+]([O-])c1cccc(-c2nc(Oc3ccc(Cl)cc3)c3ccccc3n2)c1 | ? | ·
C=CCNC(=O)c1ccccc1NC(=O)c1ccccc1C | i | ·
COc1ccccc1NC(=O)Cn1cnc2c(nc3n2CCCCC3)c1=O | ? | ·
O=C(CSc1nncc(=O)[nH]1)NCc1ccccc1 | ? | ·
Cc1ccc(NC(=O)Cn2cc(S(=O)(=O)c3ccc(F)cc3)c(=O)c3cc(F)ccc32)cc1 | -15% | -4
O=C(C/C=N\OCc1ccc([N+](=O)[O-])cc1)Nc1ccc(Br)cc1 | 15% | 21
Cc1ccc(CNC(=O)C(c2ccccc2)c2ccccc2)cc1 | i | 15
COc1ccc(-n2ncc(S(=O)(=O)c3ccccc3)c2-c2ccc(Cl)cc2)cc1 | ? | ·

Structural class, those above with a tert-butyl group.
SMILES | Lipid storage S3 | Lipid storage S3 cell count max
CC(C)(C)N=Cc1cc(-c2ccccc2)sc1O | ? | ·
CC(C)(C)OC(=O)N[C@@H](Cc1ccccc1)c1nnc(SCC(=O)O)o1 | -1% | 3
CC(C)(C)n1nnc(CCc2nnn(C(C)(C)C)n2)n1 | ? | ·

(listing goes on)
SMILES | Lipid storage S3 | Lipid storage S3 cell count max
Cc1cccc(-n2c(SCc3cc(=O)n4ccsc4n3)nc3ccccc3c2=O)c1 | ? | ·
CC(=O)N1CCn2c3c(c4cc(C)ccc42)CCCC31 (centres undefined) | 8% | -15
Cc1ccnc(SCc2cc(=O)c(OC(=O)c3ccc(S(=O)(=O)N(C)C)cc3)co2)n1 | -4% | 11
Oc1ccc(N2CCN(Cc3c(-c4ccccc4)nc4ccccn34)CC2)cc1 | -15% | 12
Cc1ccc(C(C)C)cc1NC(=O)Nc1ccc([N+](=O)[O-])cc1 | ? | ·
COC(=O)CCc1c(C)c(C(=O)c2cc(F)c(F)c(F)c2F)c2ccccn12 | i | -6
CC(C)OCC(O)Cn1c(N2CCCC2)nc2c1c(=O)[nH]c(=O)n2C (centres undefined) | 16% | 6
CCn1c(C(=O)N2CCc3ccccc3C2)cc2sccc21 | ? | ·
Cc1ccc(NC(=O)c2cccs2)cc1NC(=O)c1cccnc1 | ? | ·
Cc1nc(NC(=O)CSc2nc3cccnc3n2C2CCCCC2)sc1C | ? | ·
O=C1CCC(C(=O)Nc2ccc(OC(F)F)cc2)N1 (centres undefined) | -1% | 3
COc1cc(OC)cc(C(=O)Nc2ccc(N3CCOCC3)cc2N2CCOCC2)c1 | ? | ·
Cc1cccc(NC(=O)/C(C#N)=C\c2cc(C)n(-c3ccc(C(=O)O)cc3)c2C)c1 | ? | ·
CCN(C(=O)c1coc(=O)c(Br)c1)c1ccc2c(c1)OCO2 | ? | ·
Cc1nc(Nc2ccc3c(c2)OCO3)c2oc3ccccc3c2n1 | ? | ·
Cc1ccc(S(=O)(=O)NCCC(=O)NCC(c2ccco2)N2CCCCC2)cc1C (centres undefined) | -7% | -9
COc1ccccc1NC(=O)CSc1ccc(-c2ccccn2)nn1 | -6% | 9
Nn1c(COc2ccccc2F)nnc1SCC(=O)NC1CCCCC1 | i | ·
CC1CCN(C(=O)CSc2nncn2C)CC1 | ? | ·
Cc1ccc(Cl)cc1N1CCN(C(=O)COc2ccc(S(=O)(=O)NC(C)C)cc2)CC1 | ? | ·
O=C1CCC/C1=C/Nc1cccc(F)c1 | -16% | -2
CC(=O)CC1(O)C(=O)N(Cc2ccccc2)c2ccccc21 (centres undefined) | -6% | -12
O=C(CCCN1C(=O)/C(=C/c2ccc3c(c2)OCO3)SC1=S)Nc1cccc(C(=O)O)c1 | ? | ·
CCS(=O)(=O)N1CCN(c2nc(-c3ccccc3)cs2)CC1 | ? | ·
CC(=O)c1oc2ccccc2c1NC(=O)CCCN1C(=O)c2ccccc2C1=O | 11% | 7
CCOC(=O)Cc1csc(NS(=O)(=O)Cc2ccccc2)n1 | 5% | -16
CC(=O)c1cccc(S(=O)(=O)Nc2cccnc2)c1 | ? | ·
CCOCCCN1C(=O)CN(C2CCC(C)CC2)C(=O)C1c1ccc(C)cc1 (centres undefined) | ? | ·
O=C1C2C3C=CC(C3)C2C(=O)N1CCC(=O)N1CCc2ccccc21 (centres undefined) | 7% | 1
CCOC(=O)c1sc2nc(C)nc(SCC(=O)N(CC)C3CCS(=O)(=O)C3)c2c1C (centres undefined) | 2% | -1
Cc1cccc(C(=O)OCC(=O)NCCCc2ccccc2)c1O | 19% | 5
CC(C)c1cc(NC(=O)C(C)(C)C)cc(C(C)C)c1O | 13% | 2
COCCCn1c(C)cc(C(=O)COC(=O)C23CC4CC(CC(O)(C4)C2)C3)c1C | ? | ·
CSc1ncccc1C(=O)OCC(=O)c1ccccc1Br | ? | ·
CC(=O)CC(=O)Nc1ccc(Nc2ccccc2)cc1 | 11% | -20
CCC(Oc1ccc(C)cc1)C(=O)Nc1ccc2c(c1)n(C)c(=O)n2C (centres undefined) | i | 9

3 compounds out of the list above, arranged by their value in Lipid storage S3 cell count max, smallest number first:
smiles | Lipid storage S3 cell count max
COc1ccccc1NC(=O)C1CCCN(S(=O)(=O)c2ccc3c(c2)CC(C)N3C(C)=O)C1 (centres undefined) | -23
Cc1ccccc1OCC(=O)Nc1ccc2c(c1)n(C)c(=O)n2C | -12
CCC(Oc1ccc(C)cc1)C(=O)Nc1ccc2c(c1)n(C)c(=O)n2C (centres undefined) | 9

Going on with the list:
SMILES | Lipid storage S3 | Lipid storage S3 cell count max
COc1ccc(CNC(=O)CSc2nnc(C)n2-c2ccc(F)cc2)cc1 | ? | ·
COC(=O)c1ccccc1SCc1csc(C)n1 | 19% | -6
O=C(CSc1ccc(C(F)(F)F)cc1[N+](=O)[O-])Nc1ccc2ccccc2c1 | ? | ·
Cc1cc(C)nc(/N=C(\N)Nc2ccc(OCCC(C)C)cc2)n1 | ? | ·
COc1cc(OC)c2c(=O)cc(-c3cccnc3)oc2c1 | 15% | 0
Oc1ccc(/C=N/N2CCN(C3c4ccccc4-c4ccccc43)CC2)cc1O | -7% | -22
COc1cccc(-c2ccc(SCC(=O)N3CCOCC3)nn2)c1 | ? | ·
CC(C)NC(=O)C1CCN(Cc2cccc(Oc3ccccc3)c2)CC1 | ? | ·
O=C(C1CCCN1S(=O)(=O)c1cccc2nsnc12)N1CCCCCC1 (centres undefined) | ? | ·
CN1C(=O)C2(c3ccccc31)c1c(oc3ccccc3c1=O)C(=O)N2CCCO (centres undefined) | ? | ·
CCc1cccc(NC(=O)CCc2c(C)nn(-c3ccc(N4CCOCC4)nn3)c2C)c1 | ? | ·
COc1cccc(CNC(=O)C(CCSC)NS(=O)(=O)c2ccc3c(c2)oc(=O)n3C)c1 (centres undefined) | ? | ·

Part of the list above, with each value named.
COCCn1c(SCC(N)=O)nc2c(c1=O)SC(C)C2 (centres undefined)
  Lipid storage S3: -6%; Lipid storage S3 cell count max: -12

COc1ccc(N(C)S(=O)(=O)c2cccc(C(=O)Nc3ccc(N4CCOCC4)cc3)c2)cc1
  Lipid storage S3: ?; Lipid storage S3 cell count max: ·

Further compounds
SMILES | Lipid storage S3 | Lipid storage S3 cell count max
CCCCn1c(N)c(N(CCC(C)C)C(=O)c2ccc([N+](=O)[O-])s2)c(=O)[nH]c1=O | ? | ·
CC(C)(C)OC(=O)N1CCC(C(=O)N2CCOCC2)CC1 | ? | ·
CCOC(=O)c1cn(CC(=O)Nc2ccc(CC)cc2)nn1 | 2% | 4
CC(C)(C)c1cc(C(C)(C)C)n(-c2ccccc2)n1 | ? | ·
O=C(NCc1ccc(F)cc1)Nc1ccc(Cl)cc1 | -13% | 16
CCN(Cc1nc2cc(Cl)ccc2c(=O)[nH]1)C(=O)CN1C(=O)NC2(CCCCC2C)C1=O (centres undefined) | ? | ·
O=C(O)CSc1nnc(-c2ccc(Cl)cc2)n1-c1ccccc1 | ? | ·
COCC(=O)n1nc(-c2ccccc2)nc1NCc1ccc(F)cc1 | 6% | -12
CCN1CCCC1CNC(=O)c1ccc2c(c1)NC(=O)/C(=C\c1ccc(C)cc1)S2 (centres undefined) | ? | ·
Cc1cccc(N(C(=O)c2ccc(CN3CCOCC3)o2)C(C(=O)NC(C)(C)C)c2ccc(F)cc2)c1 (centres undefined) | -2% | 0
Cn1cc(C(=O)C(F)(F)F)c2ccccc21 | 20% | 2
CC(C)OC(=O)Nc1ccc2c(c1)N(C(=O)N1CCN(C)CC1)c1ccccc1CC2 | ? | ·
O=C(Nc1ccc2c(c1)OCO2)C(c1ccccc1)N1CCC2(CC1)OCCO2 (centres undefined) | i | ·
CC(C)(C)Nc1nc(Cl)nc(N(C#N)CN2C(=O)c3ccccc3S2(=O)=O)n1 | 6% | -1
Cc1cc(C)cc(N(CC(=O)O)S(=O)(=O)c2c(C)noc2C)c1 | 23µM* | 2.3*
O=C1C(=O)N(Cc2cccs2)c2ccccc21 | ? | ·
Cc1cc(C)nc(SCc2nnc(SCC(N)=O)o2)n1 | 7% | 31
C=CCn1c(SCCOc2ccc(OC)cc2)nnc1C(C)NC(=O)Cc1ccc(OC)cc1 (centres undefined) | ? | ·
Cc1ccc(CN2C(=O)c3ccccc3NC23CCN(Cc2ccccc2)CC3)cc1 | 12% | 0
COc1ccc(NC(=O)CN2C(=O)CC(C)S(=O)(=O)c3ccccc32)cc1 (centres undefined) | i | 4

Laid out differently: entries from further up
| canonical_smiles | Lipid storage S3 | Lipid storage S3 cell count max |
| --- | --- | --- |
| O=C(Nc1ccc2c(c1)OCO2)C(c1ccccc1)N1CCC2(CC1)OCCO2 (centres undefined) | i | · |
| CC(C)(C)Nc1nc(Cl)nc(N(C#N)CN2C(=O)c3ccccc3S2(=O)=O)n1 | 6% | -1 |

Assay outcomes: PubChem, National Center for Advancing Translational Sciences (NCATS)
